Screening data (PubChem)
DAX1 inh-1: DAX1 (NR0B1) inhibition, primary screen; HEK293T StAR-luciferase reporter, SF-1/DAX-1 repression relief; 370,000 compounds, 1.1% hits; inhibition, % at 6.8 µM; AID 652010;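 active = inhibition above the mean over all tested compounds plus 3 SD, cut at about 3.6% in these data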;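 note: 0% = DAX-1 cells with DMSO and 100% = cells lacking DAX-1 with DMSO; higher inhibition means more luminescence from relief of DAX-1 repression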
ssDAF-12 act: activators of S. stercoralis DAF-12 nuclear receptor. HEK293 ssDAF-12/GRIP1 lit1-tk-luc reporter, luminescence; % of 3 µM dafachronic acid response. activation, % at 6.8 µM. 370,000 compounds, 1% hits;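 active = activation above the mean over all tested compounds plus 3 SD, cut at about 0.9% in these data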;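 note: 0% = DMSO-only wells and 100% = 3 µM delta7-dafachronic acid wells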
GC-B act: GC-B (human) receptor activation | activation, % at 10 µM | 370,000 compounds, 0.11% hits | P20594 | HEK293-GC-B cells, CNP EC30, cGMP TR-FRET; 0% at EC30 CNP, 100% saturating CNP | AID 1920062;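 active = activation at 10 µM reaching about 35% in either raw or pattern-adjusted values, limit read from the data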
hgDAF12 agonist: activates the H. glycines DAF-12 receptor ligand-binding domain; HEK293 GAL4-hgDAF12 UAS-luciferase reporter, agonist luminescence; normalized to butyrate control; 370,000 compounds, 1.8% hits; activation, % at 6.8 µM;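 active = activation above a cutoff set at the mean of all screened compounds plus 3 SD, cut at about 10% in these data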;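 note: 0% = DMSO wells and 100% = sodium butyrate wells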
NPR1 activator: GC-A (human) enzyme activation; activation, % at 10 µM; HEK293 GC-A cells, cGMP TR-FRET, EC30 ANP; 0% at EC30 ANP, 100% saturating ANP; 370,000 compounds, 0.14% hits; P16066; in the data active = activation above about 40%
proKLK7 act: proKLK7 (human) activation, primary screen; purified proKLK7, EDANS-DABCYL substrate fluorescence; 100% is mature enzyme control, 0% vehicle; activation, % at 7 µM; 370,000 compounds, 0.9% hits;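 active = activation above the mean of all tested compounds plus 3 SD, computed per campaign excluding outliers beyond control limits, cut at about 13% in these data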
Target sequence (P49862 whole entry, looked up): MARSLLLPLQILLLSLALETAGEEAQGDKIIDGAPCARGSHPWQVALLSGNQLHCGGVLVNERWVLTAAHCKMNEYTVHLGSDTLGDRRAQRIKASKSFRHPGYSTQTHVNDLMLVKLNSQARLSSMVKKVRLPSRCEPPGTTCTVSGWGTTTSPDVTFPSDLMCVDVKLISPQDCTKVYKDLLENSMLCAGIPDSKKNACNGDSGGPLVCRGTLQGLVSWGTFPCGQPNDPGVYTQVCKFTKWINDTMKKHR
hcDAF-12 act: activates DAF-12 receptor from parasite H. contortus; activation, % at 6.8 µM; 370,000 compounds, 1.4% hits; HEK293 hcDAF-12 lit1-tk-luc reporter, luminescence; 0% DMSO, 100% Δ7-dafachronic acid;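 active = activation above the mean of all tested compounds plus 3 SD, cut at about 5.5% in these data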;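 note: 100% = response to 3 µM Δ7-dafachronic acid high control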
SMARCA2 activ: SMARCA2 function activation, primary screen; MG213 cells, MMTV-luciferase reporter, dexamethasone, overnight; activation, % at 9.1 µM; 370,000 compounds, 1% hits; AID 652017; in the data active = activation above about 7.8%;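 note: 0% = vehicle wells and 100% = reference activator wells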
GAA850 FXN act: increases GAA850 frataxin promoter reporter activity | activation, % at 6 µM | 360,000 compounds, 0.56% hits | HEK293 lucGAA850 FXN promoter luciferase reporter, 24 h; percent of 10 µM SAHA response | AID 540364;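 active = activation above the average of all compounds screened plus 3 SD, cutoff fixed separately per campaign, cut at about 7.5% in these data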;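 note: 0% = DMSO wells and 100% = 10 µM SAHA wells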
DAX1 inh-2: inhibits human nuclear receptor DAX1 | 340,000 compounds, 0.99% hits | inhibition, % at 6.75 µM | AID 504766 | P51843 | HEK293 Gal4-DAX1 luciferase reporter, luminescence;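 active = inhibition above the mean over all tested compounds plus 3 SD, cut at about 4.2% in these data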;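 note: 0% = DAX1-transfected cells with DMSO and 100% = empty-vector control cells with DMSO; inhibition shows as a rise in luminescence from relieved DAX1 repression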
Target sequence (P51843 207-470 limits assumed): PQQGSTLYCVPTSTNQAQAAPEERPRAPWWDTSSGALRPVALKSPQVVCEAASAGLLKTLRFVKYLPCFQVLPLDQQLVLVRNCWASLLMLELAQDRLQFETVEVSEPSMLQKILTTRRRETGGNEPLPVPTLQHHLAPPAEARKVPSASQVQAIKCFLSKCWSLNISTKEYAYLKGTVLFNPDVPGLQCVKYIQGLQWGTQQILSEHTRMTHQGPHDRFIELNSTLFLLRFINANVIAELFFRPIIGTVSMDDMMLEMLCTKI
HGIII-sPLA2 inh: Inhibits HGIII-sPLA2 liposome hydrolysis, primary screen | QFRET BODIPY PC-A2 liposome hydrolysis, fluorescence | inhibition, % at 12.2 µM | 370,000 compounds, 0.56% hits | AID 743126;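 active = inhibition above mean plus 3 SD of compounds lying within the high and low control bounds, cut at about 19% in these data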;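 note: 0% = median of test compound wells and 100% = no enzyme DMSO wells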
Target sequence (Q9NZ20 whole entry, looked up): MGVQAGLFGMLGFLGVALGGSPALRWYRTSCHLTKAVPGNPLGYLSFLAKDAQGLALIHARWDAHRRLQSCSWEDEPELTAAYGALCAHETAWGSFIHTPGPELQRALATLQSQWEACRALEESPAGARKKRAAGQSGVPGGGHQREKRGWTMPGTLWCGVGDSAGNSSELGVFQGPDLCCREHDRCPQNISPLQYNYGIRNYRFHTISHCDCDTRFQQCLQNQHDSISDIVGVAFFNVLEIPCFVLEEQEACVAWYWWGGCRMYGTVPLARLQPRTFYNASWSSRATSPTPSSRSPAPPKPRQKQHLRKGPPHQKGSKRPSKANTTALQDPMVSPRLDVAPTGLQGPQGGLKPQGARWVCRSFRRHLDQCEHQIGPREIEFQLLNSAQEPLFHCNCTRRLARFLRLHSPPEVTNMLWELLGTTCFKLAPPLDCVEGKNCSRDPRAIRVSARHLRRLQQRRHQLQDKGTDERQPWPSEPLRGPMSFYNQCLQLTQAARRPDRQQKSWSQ
* hit, by the source's call; . = no result given. Hits appear at their usual frequency; 6.7% or so of the library scored in one or more.

SMILES	DAX1 inh-1	ssDAF-12 act	GC-B act	hgDAF12 agonist	NPR1 activator	proKLK7 act	hcDAF-12 act	SMARCA2 activ	GAA850 FXN act	DAX1 inh-2	HGIII-sPLA2 inh
N/C(=N\OCC(=O)Nc1ccc(F)c(Cl)c1)c1ccccc1	-0.6	-1.1	1	3.0	-1	-0.3	-1.9	-1	1.3	-0.2	2
Cc1ccc(NC(=O)C(C)Sc2nc3nc(C)cc(C)n3n2)cc1 (stereo unspecified)	-0.9	-1.1	4	0.4	-2	0.1	-0.8	-2	3.0	0.1	5
Cc1cc(=O)[nH]c(N2CCCCC2)n1	-1.0	-0.9	1	-1.1	1	0.7	-1.8	-4	-0.4	2.3	4
COc1ccccc1OCC#CCSc1ncccn1	0.5	-1.2	5	2.5	2	-0.4	0.7	1	1.2	-1.4	2
Cc1cc(C)c(NC(=O)CNC(=O)Cc2sc(C)nc2-c2ccc(F)cc2)c(C)c1	0.9	-1.4	5	-2.0	-1	0.3	-0.4	-1	-2.7	-0.3	-4
C[C@]12CC[C@@H]3c4ccc(O)cc4CC[C@H]3[C@@H]1C[C@@H](O)[C@@H]2O	-0.5	-1.1	-7	1.9	5	-0.9	-2.0	-4	-0.2	-1.3	15
COc1ccccc1-c1noc(Cn2cc(S(=O)(=O)N3CCCC3)ccc2=O)n1	-0.3	-0.8	-2	-1.9	0	-0.1	-1.9	1	1.3	0.6	7
Cc1ncc(C(=O)O)c(C(=O)O)c1N	0.0	-0.3	5	0.0	0	1.1	-1.0	-2	-0.1	3.4	-1
O=C(CSc1ncccc1-c1nc2ccccc2[nH]1)NCc1ccco1	0.3	-0.4	-1	0.8	0	-1.1	1.8	1	-2.7	-1.1	-1
O=C(CCC(=O)N1CCN(S(=O)(=O)c2ccc(Cl)cc2)CC1)NCc1ccccc1	0.4	-1.1	-6	-1.6	2	0.1	-1.7	0	1.8	-1.4	-1
CC(C)OCCCN1CC(=O)N2[C@@H](Cc3c([nH]c4ccccc34)C2(C)C)C1=O	-0.1	-0.9	3	-0.9	-3	0.6	-0.5	-2	0.2	-0.9	-10
C#CC(c1ccccc1)(c1ccccc1)n1ccnc1	1.1	-1.2	-1	-2.4	-9	0.1	-1.3	-1	0.6	0.8	-10
COc1cccc(-c2cnc3c(NC(C)=O)cc(-c4cc(OC)c(OC)c(OC)c4)cn23)c1	0.0	-0.9	29	2.8	23	0.1	0.3	-2	0.6	.	-6
O=C(CSc1ncnc2c1oc1ccccc12)NC1CCCCC1	-0.9	-0.4	4	5.6	-1	-0.5	1.0	-1	-1.1	-0.7	4
O=C(COC(=O)C1CCC(=O)N1)Nc1ccccc1Br (stereo unspecified)	-0.5	-1.5	8	-0.9	-1	0.6	0.5	-1	-1.3	1.2	3

Arranged by value in GC-B act (rising): some entries from above
structure	GC-B act
O=C(CCC(=O)N1CCN(S(=O)(=O)c2ccc(Cl)cc2)CC1)NCc1ccccc1	-6
O=C(CSc1ncccc1-c1nc2ccccc2[nH]1)NCc1ccco1	-1
COc1ccccc1OCC#CCSc1ncccn1	5

The results go on.
SMILES	DAX1 inh-1	ssDAF-12 act	GC-B act	hgDAF12 agonist	NPR1 activator	proKLK7 act	hcDAF-12 act	SMARCA2 activ	GAA850 FXN act	DAX1 inh-2	HGIII-sPLA2 inh
O=C(COC(=O)/C=C/c1ccccc1Cl)NC(=O)Cc1ccccc1	0.2	-0.9	-1	0.7	3	-0.5	1.3	0	2.2	-0.7	-3
CC(/C=N/n1cnnc1)=C\c1ccco1	-0.2	-0.8	1	1.7	0	0.3	-0.9	-2	3.9	0.2	-2
c1ccc(COC2COC3C(OCc4ccccc4)COC23)cc1 (stereo unspecified)	-0.3	-1.2	7	-1.8	1	0.8	-1.5	0	0.9	0.0	4
O=C(CCl)Nc1ccccc1C(=O)Nc1ccc2c(c1)OCO2	0.5	0.1	-5	19*	1	-0.1	4.7	-3	-5.4	-1.3	4
CCN(CC)S(=O)(=O)c1cccc(NC(=O)c2ccc(-n3nc(C)cc3C)cc2)c1	-3.2	-2.8	-8	-9.7	-3	0.4	-7.1	-7	-3.6	-4.1	-30
COc1ccc(/C=C/C(Cc2cccc(C(C)=O)c2)c2ccc(C)cc2)cc1 (stereo unspecified)	-2.5	-0.8	3	-1.3	-3	0.4	-2.6	-5	.	.	-14
Cc1ccc(C(=O)NC2CCCCN(Cc3ccccc3C)C2=O)cc1 (stereo unspecified)	-2.2	-1.4	1	-3.4	2	-0.4	-3.5	-1	.	.	-3
CCCN(CC(=O)Nc1ccccc1OC)CC(=O)c1c(N)n(Cc2ccccc2)c(=O)n(C)c1=O	0.6	-1.5	-6	-1.1	-4	0.2	0.1	-2	-0.7	0.0	15
COc1ccc(-n2nnnc2S(=O)(=O)CC(=O)N2CCCCC2)cc1	-1.4	-1.4	5	-3.5	13	0.8	-3.7	-6	-1.0	-0.9	-21
Cn1c(SCc2ccccc2[N+](=O)[O-])nnc1-c1cccnc1	0.7	-1.1	3	5.4	4	-0.6	1.3	2	3.2	3.9	0
CN(C)/C=C(\C(=O)c1ccc(Cl)cc1)c1nnnn1-c1ccc(Cl)cc1	-0.1	-1.1	1	-0.2	-2	-0.3	0.6	-1	0.1	-0.4	-5
O=C(NCCCn1ccnc1)/C(=C\c1cccs1)NC(=O)c1ccco1	-0.2	-0.1	4	-1.1	1	-0.3	-1.6	-2	0.0	-1.0	5
CCOC(=O)C1(CC2CCCCO2)CCN(C(=O)Nc2ccc(SC)cc2)CC1 (stereo unspecified)	0.5	-1.9	3	1.2	4	0.5	-0.4	1	1.3	3.2	5
CCCCN(CCCC)C(=O)c1nsnc1-c1ccccc1O	-0.6	-0.9	-4	-1.8	-6	-0.1	-1.3	-2	0.7	0.0	-10
Cc1cc(C(=O)CSc2nc(N)cc(=O)[nH]2)c(C)n1CC1CCCO1 (stereo unspecified)	-0.6	-0.2	2	-0.2	2	0.1	-0.2	-5	0.7	-1.8	3
NS(=O)(=O)c1ccc(CNC(=O)CSc2ccccc2)cc1	0.3	-0.7	-3	3.4	-2	0.0	-2.1	-3	2.6	-0.1	2
CCN(CCCNC(=O)c1cc2c(-c3cccc(OC)c3)nn(C)c2s1)Cc1ccccc1	-0.3	-0.9	-13	0.7	-64	-1.4	2.3	-1	-2.4	1.6	-16
O=C(NC(=S)N1CCN(c2ccc([N+](=O)[O-])cc2)CC1)c1ccc(F)cc1	0.5	-1.1	-5	-4.2	0	-0.2	-1.9	-2	1.8	0.0	12
CSCc1cc(N(C)C)nc(SCc2ccc(Cl)c(Cl)c2)n1	-0.4	-0.5	-1	0.5	-1	-0.5	-1.3	-3	2.3	-0.9	21*
O=C(NCc1ccccc1)C1CCCN1S(=O)(=O)c1cccc2cccnc12 (stereo unspecified)	0.7	-0.9	-6	-2.6	-1	-0.1	2.0	-1	0.9	-0.1	1
CCCCN(C(=O)c1ccc(NC2CC2)c([N+](=O)[O-])c1)c1c(N)n(CC(C)C)c(=O)[nH]c1=O	1.1	-0.3	1	-1.9	4	-6.7	0.2	-1	2.9	-0.3	9
O=C(c1ccc(S(=O)(=O)N2CCCC2)cc1)N1CCCC(C(F)(F)F)C1 (stereo unspecified)	-0.1	-1.0	0	-1.6	-2	-0.2	-1.6	-3	-1.2	0.6	-4
COc1ccc(C=O)cc1CN1C(=O)c2ccccc2C1=O	-0.2	-1.2	9	-2.2	1	0.4	-2.1	-1	0.6	3.0	-3
CCN1CCC(CN2CCNC2=S)CC1	3.4	-1.0	4	1.2	3	0.0	-1.6	3	-0.4	-1.6	1
COc1cccc(/C=C2/CCC(CN(C)C)C2=O)c1 (stereo unspecified)	-1.0	-1.0	-9	-2.8	6	0.3	-2.1	2	0.9	-1.8	6
COc1ccc(CCNC(=O)c2cc3c(=O)n4cccc(C)c4nc3n(CCCN3CCOCC3)c2=N)cc1	-0.5	-0.6	-6	3.6	16	0.1	-2.0	0	2.9	1.3	0
CCOC(=O)CN1C2=NCCN2c2ccccc21	0.3	-1.3	3	-0.4	1	-0.8	-1.3	-1	-0.3	-0.3	0
Cc1ccc(OCCCC(=O)N2CCOCC2)c(C)c1	0.5	-0.3	5	3.8	5	-0.2	2.0	3	4.2	0.6	-5
Cc1cc(S(=O)(=O)N2CCN(Cc3ccccc3)CC2)c(C)s1	-0.2	-0.9	2	-3.5	2	-0.1	0.5	1	0.8	-1.5	-1
O=C(CSc1nc(C2CCCCC2)nc2ccccc12)NCc1ccc2c(c1)OCO2	-0.6	-0.5	-5	0.1	-9	-0.1	-1.0	-2	-0.7	-0.8	19
COc1cccc(CNC(=O)[C@@H]2CCCN2C(=O)[C@@H]2CCCN2S(=O)(=O)c2ccc(OC)c(C)c2)c1	-0.1	-0.3	-3	-0.3	2	-1.0	-0.9	9.1*	.	.	4
NS(=O)(=O)c1ccc(NC(=O)Nc2cccc(Cl)c2)cc1	0.3	-1.0	-3	3.3	-5	0.1	-0.7	2	1.2	0.9	-28
CN1CCN(C(=O)CCN2C(=O)/C(=C/c3cccc(Br)c3)SC2=S)CC1	0.2	-1.2	-6	2.3	-3	0.5	-1.1	5	-1.3	0.8	-7
O=C1NC[C@H](CCCCN2CCN(Cc3ccccc3)C(=O)C2=O)N(CCC2CCCCC2)C1=O	0.1	-1.1	3	0.5	-1	-0.2	0.5	-3	.	.	0
Cc1cc(=O)n2[nH]c(SCc3ccc(Cl)cc3)nc2n1	-0.2	-1.5	0	-0.5	1	-0.5	-0.6	-4	0.9	-0.3	5
Cc1cc(C)cc(CC(=O)N2CCC2(C)C(=O)NS(=O)(=O)c2cccc(OC(F)F)c2)c1 (stereo unspecified)	0.2	-1.1	3	-1.9	2	0.6	-1.0	6	-0.1	.	-1
COc1ccc(C2(C(=O)Nc3ccc(C(=O)O)cc3)CCOCC2)cc1	-0.5	-1.5	3	-0.6	2	0.0	-1.1	0	0.2	-0.4	8
Cc1ccc(S(=O)(=O)N2CCC(C(=O)N3CCCCCCC3)CC2)cc1C	-0.9	-0.9	3	-6.1	-4	-0.7	-0.7	-7	-0.2	0.2	-3
CCOC(=O)C(=Cc1ccc(-n2cncn2)cc1)C(=O)OCC	-0.8	-2.1	2	-6.5	-4	-0.3	-1.0	-3	-2.5	-1.4	14
Cc1ccc(NC(=O)C2(C)CCCN2C)cc1C (stereo unspecified)	-0.3	-0.7	-1	-1.6	0	0.5	-1.3	-3	1.9	.	5
C/C(=N\Nc1ccc2nncn2n1)c1ccc(Cl)s1	-0.4	-1.9	-2	-1.2	-4	-0.5	-1.6	-4	0.9	.	7
CCOc1nc(-c2ccc(Cl)cc2)nc2ccccc12	0.4	-0.4	0	-0.8	5	-0.1	3.3	-2	2.6	-0.8	25*
COc1ccc(C2CC(=O)Oc3ccc(C(C)(C)C)cc32)cc1 (stereo unspecified)	0.1	-1.2	-1	-0.6	2	-0.3	-2.0	0	1.6	-0.5	3
